IL1B cytotox: cytotoxicity in IL-1B stimulated HUVEC, primary screen, cytotoxicity control for IL-1B NFkB translocation project, imaging, Hoechst nuclear count, IL-1B stimulus; HUVEC cell count loss; cell count reduction, % at 2 µM; AID 845, 2007; hit rate 0.41% among 94,000;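 active = cell count reduction more than 3 SD above the screen-wide mean, cut at about 70% in these data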;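 note: normalized per plate to untreated control cells as the no-loss baseline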
sEH activator: soluble epoxide hydrolase activators, primary screen, biochemical, human sEH. Bifunctional epoxide hydrolase 2 (Homo sapiens), P34913. purified human sEH enzymatic activity, activator screen. activation, % at 2 µM. hit rate 0.04% among 91,000. AID 717, 2007; in the data active = activation above about 37%; note: values of inactives mirror those of a sister screen read the other way
Target sequence (P34913 whole entry, looked up): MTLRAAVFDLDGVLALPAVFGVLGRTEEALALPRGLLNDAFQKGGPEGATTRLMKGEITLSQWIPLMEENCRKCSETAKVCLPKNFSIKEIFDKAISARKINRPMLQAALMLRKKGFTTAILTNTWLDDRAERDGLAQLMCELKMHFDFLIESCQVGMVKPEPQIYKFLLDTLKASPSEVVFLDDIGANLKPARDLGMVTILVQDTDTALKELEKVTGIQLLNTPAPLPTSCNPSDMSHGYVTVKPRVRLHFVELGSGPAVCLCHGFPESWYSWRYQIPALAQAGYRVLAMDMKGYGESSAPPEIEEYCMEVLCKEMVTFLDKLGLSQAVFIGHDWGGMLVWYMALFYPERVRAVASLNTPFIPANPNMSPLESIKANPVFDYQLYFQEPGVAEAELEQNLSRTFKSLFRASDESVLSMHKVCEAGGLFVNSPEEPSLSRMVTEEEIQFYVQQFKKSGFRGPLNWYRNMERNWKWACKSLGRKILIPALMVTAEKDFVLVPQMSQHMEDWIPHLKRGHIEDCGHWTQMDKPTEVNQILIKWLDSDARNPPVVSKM
VCAM1 TNFa inh: inhibitors of TNFa-induced VCAM1 expression, primary screen, imaging, HUVEC, TNFa stimulus, immunofluorescence | HUVEC TNFa-induced VCAM-1 immunofluorescence, high-content imaging | inhibition, % at 2 µM | AID 802, 2007 | hit rate 0.48% among 95,000;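 active = inhibition above the batch mean plus 3 SD, with images confirmed as a hit by eye, cut at about 37% in these data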;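 note: 0% = TNF-stimulated DMSO wells and 100% = unstimulated control wells; not every result past the cut was called active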
HUVEC tox TNFa: cytotoxicity in TNFa-stimulated HUVEC, primary screen, cytotoxicity control for VCAM1 expression modulator project, imaging, Hoechst nuclei count | HUVEC TNFalpha-stimulated, Hoechst cell count | cell count reduction, % at 2 µM | hit rate 0.17% among 93,000 | AID 848, 2007;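 active = cell count reduction exceeding the screen mean by over 5 SD, scaled to untreated wells per plate, cut at about 78% in these data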;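 note: cells counted after 24 h of TNF alpha exposure following the 1 h pretreatment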
sEH inhibitor: soluble epoxide hydrolase inhibitors, primary screen, biochemical, human sEH | Bifunctional epoxide hydrolase 2 (Homo sapiens), P34913 | recombinant human sEH enzymatic activity assay | inhibition, % at 2 µM | hit rate 0.34% among 91,000; in the data active = inhibition above about 80%; note: values of inactives mirror those of a sister screen read the other way; many of its hits are not listed in these tables
Calb biofilm kill: clotrimazole potentiators killing Candida biofilms, primary screen, with clotrimazole, Alamar Blue; C. albicans biofilm + clotrimazole; inhibition, % at 6 µM; hit rate 0.14% among 85,000; AID 834, 2007;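 active = inhibition above 20%; inactive = inhibition below 20%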;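 note: preformed 24 hr biofilms exposed to compound for 48 hr; 0% = biofilm without compound and 100% = blank killed by clotrimazole plus chlorhexidine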
F-actin modifier: modifiers of F-actin cytoskeleton organization, primary screen, imaging, HUVEC, phalloidin staining, high-content imaging; hit rate 0.18% among 91,000; AID 836, 2007; inhibition, % at 2 µM; HUVEC TNFa F-actin phalloidin imaging;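 active = inhibition above the batch mean plus 3 SD and confirmed as a hit by visual image inspection, cut at about 30% in these data, passing the limit was not always enough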; note: strong numbers were not always called active
ERb SRC1 inh: inhibitors of ERβ-SRC1 coactivator interaction, primary screen, biochemical, TR-FRET, ERβ LBD, SRC-1 peptide; hit rate 1.3% among 86,000; Estrogen receptor beta (Homo sapiens), Q92731; TR-FRET ER-beta LBD / SRC1-Cy5 peptide binding; receptor agonist-loaded with 1 µM estradiol; inhibition, % at 25.6 µM;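 active = compounds whose percent inhibition of the receptor-coactivator binding signal exceeds about 50% in the single-dose screen, limit read from the data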;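 note: 0% = receptor plus peptide wells without compound and 100% = peptide-only wells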
Smad3 inh: Smad3/FoxH1 peptide binding inhibitors, primary screen, biochemical, TR-FRET; Mothers against decapentaplegic homolog 3 (Homo sapiens), P84022; hit rate 0.29% among 88,000; TR-FRET Smad3/Dy647-FoxH1 peptide binding, europium anti-His; inhibition, % at 25 µM; AID 630, 2007;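 active = compounds that reduce the energy-transfer binding signal between the protein and its labelled peptide by more than half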;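 note: 0% = Smad3 plus labelled peptide maximal FRET and 100% = peptide-only background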
Target sequence (P84022 whole entry, looked up): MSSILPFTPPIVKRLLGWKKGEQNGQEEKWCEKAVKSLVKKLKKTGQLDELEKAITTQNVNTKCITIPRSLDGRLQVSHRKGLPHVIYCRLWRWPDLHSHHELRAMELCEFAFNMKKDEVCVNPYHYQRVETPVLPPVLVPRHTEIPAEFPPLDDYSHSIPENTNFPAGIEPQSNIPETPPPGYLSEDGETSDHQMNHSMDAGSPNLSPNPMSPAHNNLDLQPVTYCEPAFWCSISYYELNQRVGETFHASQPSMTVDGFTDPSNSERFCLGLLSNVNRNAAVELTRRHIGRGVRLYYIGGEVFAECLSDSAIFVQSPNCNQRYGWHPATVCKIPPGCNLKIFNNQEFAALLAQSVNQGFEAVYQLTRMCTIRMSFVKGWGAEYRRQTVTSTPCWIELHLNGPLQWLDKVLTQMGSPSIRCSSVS
Starred values were filed as active, the others as inactive; . = no result given; [ ] = remark or other dose. Not all compounds are listed; rates above refer to the full screens.

Compound | Calb biofilm kill | Smad3 inh | F-actin modifier | ERb SRC1 inh | HUVEC tox TNFa | IL1B cytotox | VCAM1 TNFa inh | sEH activator | sEH inhibitor
Cc1ccc(N(CC(=O)N2CC(=O)Nc3ccccc32)S(=O)(=O)c2ccc3c(c2)OCCO3)cc1 | -3 | 7 | . | 6 | . | 24 | . | -2 | 1
CCCC(=O)Nc1ccc(Cl)c(NC(=O)c2cccnc2)c1 | 8 | 0[fluorescence artefact?] | -11 | 20 | -3 | 1 | 2 | 5 | -2
Cc1nc2nc[nH]n2c(=O)c1NC(=O)c1cccc(OCC(C)C)c1 | 3 | 4 | -45 | -4 | -8 | 14 | 5 | 5 | -6
O=C(CSc1c2c(nc3cc(Cl)ccc13)CCCC2)NCc1ccco1 | 5 | 1 | 17 | -3 | 0 | -2 | 21 | 6 | -4
CCn1c(=NC(=O)c2ccco2)sc2cccc(F)c21 | 9 | 0 | 14 | -11 | -11 | -51 | 27 | -4 | 5
COc1ccc(Cn2c(CCC(=O)Nc3ccccc3)nc3cccnc32)cc1 | 9 | 13[fluorescence artefact?] | -7 | -4 | 2 | -2 | -12 | 0 | 2
Cc1ccc(N2CC(C(=O)NC3CCSC3=O)CC2=O)cc1 (stereo unspecified) | 2 | 1 | -9 | -3 | 30 | 1 | 9 | 8 | -4
N#CCCN1CCN(S(=O)(=O)c2ccc(S(=O)(=O)NC3CCCC3)cc2)CC1 | 14 | 6[fluorescence artefact?] | -7 | -10 | 1 | -1 | 0 | 9 | -9
c1ccc2c(-c3nnc(SCc4cn5ccccc5n4)o3)c[nH]c2c1 | 3 | 4 | -2 | 11 | -6 | -18 | -5 | -11 | 13
c1ccc(CNCC2COc3ccccc3O2)cc1 (stereo unspecified) | 8 | 11 | -6 | -20 | -9 | 43 | -9 | 8 | -7
COc1ccc(OC)c(S(=O)(=O)N2CCC(C(=O)Nc3ccc(C)c(C)c3)CC2)c1 | 9 | 6[fluorescence artefact?] | 1 | -3 | -22 | -9 | 15 | -66 | 66
O=C(OCC(=O)N1CCOCC1)c1ccc2c(c1)OCCO2 | 7 | 10[fluorescence artefact?] | -27 | 2 | -18 | -14 | 8 | 1 | 0
Cn1c(C(=O)NCCCN2CCCCC2)cc2sccc21 | 3 | 0 | -5 | -5[fluorescence artefact?] | -19 | -15 | 7 | . | .
O=C(N1CCCCCC1)N1CCN(S(=O)(=O)N2CCCCC2)CC1 | 5 | -15 | 17 | -2 | -25 | -22 | 1 | -4 | 9
N#Cc1cn(CC(=O)O)c2ccccc12 | 1 | -5 | 8 | -6 | -14 | -16 | 15 | 8 | -7
CCn1ncc(C(=O)Nc2ccc(S(=O)(=O)N3CCCC3)cc2)c1C | -6 | 18 | 17 | 1[fluorescence artefact?] | -23 | -4 | -14 | . | .
O=C(CCNS(=O)(=O)c1ccc(Cl)cc1)NCc1ccccn1 | 3 | 37[fluorescence artefact?] | 36 | -9 | -15 | 6 | 4 | -4 | 4
O=C1c2ccccc2C(Nc2ccc3c(c2)OCCO3)N1Cc1ccco1 (stereo unspecified) | 6 | 11 | 2 | 3 | 54 | 13 | 14 | 15 | -16
CC(C)C(=O)NC(=S)Nc1ccc(S(=O)(=O)NC(C)(C)C)cc1 | . | . | 16 | . | -5 | 14 | -13 | -5 | 7
CN(C)/C=C1\C(=O)N(c2ccc([N+](=O)[O-])cc2)N=C1c1ccccc1 | . | . | -28 | . | 3 | -2 | -5 | 22 | -18
CCc1ccccc1OCC(=O)Nc1ccc(S(N)(=O)=O)cc1 | 8 | -13 | 4 | 2 | -48 | 6 | 6 | -38 | 36
COc1ccc(-n2cnc3ccccc32)cc1 | -1 | 10 | . | -8[fluorescence artefact?] | -2 | -5 | -15 | 11 | -16
Cc1noc(C)c1CSc1nnc2sc3ccccc3n12 | 6 | -1 | 9 | -9[fluorescence artefact?] | -18 | -11 | 1 | 7 | -6
CC1(C(=O)CSc2nc3ccccc3s2)CCC(=O)O1 (stereo unspecified) | . | . | 1 | . | -12 | 16 | 8 | -4 | 7
COc1ccc(CCNC(=O)C2CCN(Cc3nc(-c4ccccc4F)oc3C)CC2)cc1OC | 0 | 9 | 20 | -9 | 1 | -10 | -16 | -17 | 17
Cc1ccc(NC(=O)CCn2cccc2)cc1F | 0 | 1 | 11 | 5[fluorescence artefact?] | -28 | -6 | -22 | 6 | -4
Cc1cc(C)cc(NC(=O)c2ccc(CSc3nnc(C)s3)cc2)c1 | . | . | -7 | . | 9 | -16 | 4 | -2 | 1
CCOC(=O)c1ccc2[nH]c3c(c2c1)CN(C)CC3 | -2 | 6 | 4 | -10 | 2 | -35 | 12 | 16 | -17
COc1ccc(-c2cc(C(=O)NC(C(=O)O)C(C)C)c(C)o2)cc1OC (stereo unspecified) | 10 | 13 | -16 | -5 | -25 | 2 | 16 | 3 | -6
COc1cc(SC#N)ccc1N=Cc1c(C)[nH]n(-c2ccc(C)cc2C)c1=O | . | . | 2 | . | -14 | 0 | 1 | -12 | 14
Cc1ccc(S(=O)(=O)CC(c2ccccc2)N2CCOCC2)cc1 (stereo unspecified) | 10 | -7 | 0 | -9 | -25 | 4 | 5 | 8 | -8
COc1ccc(OC)c(N=CC2=C(O)CC(C)(C)CC2=O)c1 | 0 | -4 | . | 7 | -13 | -22 | 20 | 8 | -7
CC(C)NC(=O)Cn1c(=O)c2c(ncn2Cc2ccccc2)n(Cc2ccccc2)c1=O | . | . | -19 | . | 15 | -12 | 28 | 5 | -5
Cc1sc2ncnc(OCC(=O)NCC3CCCO3)c2c1C (stereo unspecified) | 8 | 11 | 27 | 6[fluorescence artefact?] | -24 | 0 | 4 | 23 | -24
COCCSc1nnc(-c2cnccn2)o1 | 5 | -3 | -12 | -2 | 8 | 17 | 12 | . | .
Cc1ccc(C(=O)CN(C(=O)c2ccc(Cl)c(Cl)c2)N2C(=O)C3C4C=CC(C4)C3C2=O)cc1 (stereo unspecified) | . | . | 1 | . | -13 | -5 | 13 | 9 | -11
COc1cc(NC(=O)c2ccccc2)c(OC)cc1Cl | 6 | 7 | 9 | 2 | . | 27 | -8 | 14 | -9
N#Cc1c(C(F)(F)F)cc(-c2cccs2)nc1SCc1ccc(Cl)nc1 | . | . | -1 | . | -14 | -11 | -3 | 4 | 0
CCc1nnc2n1N=C(c1ccc(-c3ccc(Cl)cc3Cl)o1)CS2 | 1 | -1 | -31 | 17 | 27 | 3 | 11 | -5 | 5
CC1=NC(Nc2nc(C)c3ccccc3n2)=NC(C)(C)C1 | 5 | 6 | 18 | 3 | -15 | -55 | 19 | 1 | -2
COc1cc2nc(NCC3CCCO3)n3nc(-c4cccnc4)nc3c2cc1OC (stereo unspecified) | 7 | 1 | 17 | -9[fluorescence artefact?] | -2 | 4 | 0 | 1 | 0
COc1ccccc1NC(=O)CN(C)S(=O)(=O)c1ccc(F)cc1 | 3 | 11 | -4 | -22 | -2 | -53 | -10 | -11 | 13
N/C(=N\OC(=O)C1CCCCC1)c1ccccn1 | . | . | -15 | . | -6 | -10 | 20 | -7 | 9
CCOC(=O)c1[nH]c2ccc(OC)cc2c1NC(=O)CCN1CCC(C)CC1 | 8 | -4 | 2 | 9 | -7 | -21 | 1 | 3 | -3
Cn1c(=O)c2ccccc2n(Cc2ccccc2F)c1=O | . | . | -13 | . | 8 | -18 | -10 | 9 | -8
COC(=O)c1ccccc1NC(=O)C1CC(=O)N(c2ccccc2)C1 (stereo unspecified) | -1 | 3 | 19 | 2 | -18 | -7 | -10 | 8 | -8
Cc1cc(C)cc(OCc2nnc(SCC(=O)OC3CCCCC3)o2)c1 | 5 | 9 | 15 | -21 | -3 | 4 | -12 | 8 | -9
CC1CN(S(=O)(=O)c2ccc(NC(=O)CCN3C(=O)c4ccccc4C3=O)cc2)CC(C)O1 (stereo unspecified) | 4 | 9 | 12 | -12[fluorescence artefact?] | -14 | 0 | -14 | -34 | 35
CC(C)NC(=O)c1ccccc1NC(=O)CCc1ccccc1 | 4 | 1 | 0 | -4 | -18 | 2 | -6 | 1 | 1
O=S(=O)(c1cccc(-c2csc(-c3ccccc3)n2)c1)N1CCOCC1 | 7 | 3 | -40 | 2 | 27 | 31 | -13 | 8 | -5
Nc1ccnc(C(F)(F)F)c1C(=O)c1ccccc1 | 8 | -6 | -14 | 9[fluorescence artefact?] | -3 | 13 | -9 | -2 | 2
CCNC(=S)N(Cc1ccc2c(c1)OCO2)C1CC(=O)N(c2ccc(F)cc2)C1=O (stereo unspecified) | . | . | -27 | . | -18 | 27 | 6 | 14 | -10
CN1c2ccccc2C(O)=C(C(=S)Nc2ccc(Cl)cc2)S1(=O)=O | . | . | -10 | . | 4 | -2 | -9 | 2 | 0
CC(=O)Nc1ccc(NC(=O)c2cccc(C(=O)OC(C)C)n2)cc1 | 9 | -5 | 32 | 7 | -22 | 7 | 4 | 2 | -2
CC(C)N(C(=O)C(F)(F)F)C(C(=O)NC1CCCCC1)c1ccncc1 (stereo unspecified) | 6 | 2 | 12 | 0 | -21 | 49 | 19 | 8 | -5
CCOC(=O)c1cc2occc2n1CC(=O)NC1CCC(C)CC1 (stereo unspecified) | 8 | 4 | 6 | -7 | -32 | 2 | -4 | 19 | -21
CC(C)Oc1ccc(C(=O)N/N=C/c2ccc(-c3ccc(S(=O)(=O)Nc4ncccn4)cc3)o2)cc1 | 12 | 15 | 6 | 9 | -26 | -9 | -3 | -51 | 50
COc1cccc(NC(=O)COC(=O)c2nc3nccc(C)n3n2)c1 | 5 | -4 | 12 | -3 | 5 | 0 | -5 | 12 | -10
CC(C)N(Cc1nnc(-c2ccccc2Cl)o1)C(=O)c1cccc(C#N)c1 | 4 | 3 | -26 | 1 | -14 | 17 | 6 | . | .
CC(=O)N[C@H]1C[C@@H]1c1ccccc1 | 6 | 8 | 10 | -32[fluorescence artefact?] | 4 | -65 | 20 | -8 | 10

Other entries
Compound | Calb biofilm kill | Smad3 inh | F-actin modifier | ERb SRC1 inh | HUVEC tox TNFa | IL1B cytotox | VCAM1 TNFa inh | sEH activator | sEH inhibitor
CCn1c(SCc2ccc(Cl)cc2Cl)nc2nc3c(cc2c1=O)CCCC3 | . | . | -19 | . | 2 | 20 | -8 | 18 | -15
COc1ccc(CCN2C(=O)C3C4C=CC(C3C2=O)C2C(=O)N(CCc3ccc(OC)c(OC)c3)C(=O)C42)cc1OC (stereo unspecified) | -6 | 1 | 1 | -6 | 2 | -6 | -7 | 15 | -15
O=C(O)CCCCCNc1nc(=S)[nH]c2ccccc12 | 2 | 5 | -3 | -15 | -5 | 10 | 3 | 0 | 4
CCC(C)c1ccc(OCCn2cc(/C=N/NC(=O)CSc3nnc(C)s3)c3ccccc32)cc1 (stereo unspecified) | 9 | 10 | 12 | -23 | -15 | -24 | 7 | -17 | 14
Nn1c(SCC(=O)N2CCCCCC2)nnc1-c1ccncc1 | -3 | -15 | . | -13 | -37 | 22 | 15 | 2 | -4

Screens: PubChem BioAssay, several laboratories
